From PubChem BioAssay
USP2a inh – qHTS Assay for Inhibitors of Ubiquitin-specific Protease USP2a Using CHOP2 as the Reporter. USP2 core, Ub-CHOP2 coupled fluorogenic reporter, 485/531. AID 463254, 2010. Potency, µM (highest dose often 38.3 µM), for the others: at the top dose activity change, negative = inhibition, hits mostly inhibitors. actives 0.01% (n = 330,000). Ubiquitin carboxyl-terminal hydrolase 2 (Homo sapiens), O75604;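 note: potency is the fitted concentration of half-maximal effect; plate controls were DMSO wells for no effect and full inhibition by NEM control for full effect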
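USP2 core (10nM final) preincubated 30min RT with compound in 20mM Tris-HCl pH 8.0, 2mM CaCl2, 2mM beta-mercaptoethanol, 0.05% CHAPS; 25nM Ub-CHOP2 plus 25nM reporter substrate added, fluorescence (Ex485/Em531) read after 60min.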
ASM inhibitor – Inhibitors of Secretory Acid Sphingomyelinase (S-ASM): qHTS; AID 504937, 2011; Potency, µM (series often up to 57.5 µM), for the others: top-dose activity change, negative = inhibition, actives largely listed as inhibitors; actives 0.006% (n = 340,000); placental ASM, HMU-PC fluorogenic substrate, 60 min; note: potency is the fitted concentration of half-maximal effect
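HMU-PC0 cleavage (9 uM final) by human placental ASM, 60 min at 37 °C following 10 min compound exposure at RT; stopped at pH 10, fluorescence Ex 386/Em 447 nm.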
MBNL1 CUG block – qHTS Assay for Inhibitors of MBNL1-poly(CUG) RNA binding; TR-FRET MBNL1-His/biotin-(CUG)12 binding, 665/545 ratio; Potency, µM (series often up to 57.5 µM), without a hit: at the top dose activity change, negative = inhibition, actives largely listed as inhibitors; actives 0.036% (n = 280,000); AID 2675, 2010; active = well fitted inhibition curve with a large enough effect in the signal ratio, with a control signal flat, not every such curve was filed as active; inconclusive = small, poorly fitted or top-dose-only effect, or effect the other way, or a change in a side signal; inactive = no such curve, though single readings can be large or run the other way; the % refers to the signal ratio; note: potency is the fitted concentration of half-maximal effect; % is set by controls: 0 for no effect and ±100 for the full control effect
Target sequence (Q9NR56 whole entry, looked up): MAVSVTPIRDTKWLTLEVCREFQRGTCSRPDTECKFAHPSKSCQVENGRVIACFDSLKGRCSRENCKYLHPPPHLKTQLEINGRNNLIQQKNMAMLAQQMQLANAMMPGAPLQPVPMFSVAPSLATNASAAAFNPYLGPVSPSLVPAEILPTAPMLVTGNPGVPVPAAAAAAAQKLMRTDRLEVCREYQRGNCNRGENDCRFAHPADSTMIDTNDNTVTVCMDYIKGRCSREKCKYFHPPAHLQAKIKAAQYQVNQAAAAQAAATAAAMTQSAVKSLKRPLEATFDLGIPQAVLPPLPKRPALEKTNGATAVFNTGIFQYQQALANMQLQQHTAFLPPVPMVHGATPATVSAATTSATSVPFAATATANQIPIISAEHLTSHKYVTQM
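Ratiometric TR-FRET (665 over 545 nm, excitation 340 nm) tracks disruption of MBNL1-His/biotin-(CUG)12 complex after 60 min at room temperature, with compounds at 92 nM to 58 uM final.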
TSHR antag – Antagonists of the Thyroid Stimulating Hormone Receptor: HTS campaign; Thyrotropin receptor (Homo sapiens), P16473; TSHR-expressing cells, TSH-stimulated cAMP HTRF, 2 h; hits give low values; activity change, negative = inhibition, % at 11.5 µM; actives 0.2% (n = 330,000); AID 504810, 2011;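 active = activity change below a set negative limit, meaning inhibition stronger than a set level, cut at about -70% in these data; inconclusive = activity change between two set negative limits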; note: % is set by controls: 0 for no effect and ±100 for the full control effect
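TSHR-expressing cells were treated with compounds, then stimulated with TSH at EC80 (4nM final) for 2 hours at 37 deg C. Cellular cAMP was measured by HTRF competition between lysate cAMP and cAMP-d2 for a cryptate-labelled anti-cAMP antibody.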
PKM2 activator – qHTS Assay for Activators of Human Muscle isoform 2 Pyruvate Kinase; AID 1631, 2009; Potency, µM (top dose mostly 57.5 µM), for the others: top-dose activation, hits mostly activators; Pyruvate kinase PKM (Homo sapiens), P14618; purified PKM2, Kinase-Glo ATP luminescence, activation; response scale: 0% is enzyme alone, no compound; actives 0.34% (n = 260,000); note: potency is the fitted concentration of half-maximal effect; % is set by controls: 0 for no effect and ±100 for the full control effect; nearly all actives have a fitted effect of over 55% in size
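ATP formation by purified human PK-M2, quantified via coupled luciferase luminescence after 1 h at room temperature with 0.1 mM ADP and 0.5 mM PEP final.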
Eya2 phos inh – qHTS Assay for Inhibitors of the Phosphatase Activity of Eya2; Protein phosphatase EYA2 (Homo sapiens), O00167; recombinant Eya2, OMFP fluorescence dephosphorylation (OMFP is methylfluorescein phosphate); actives 0.006% (n = 330,000); Potency, µM (titrated, usually from 76.9 µM), for the others: at the highest dose activity, negative = inhibition, most hits filed as inhibitors; note: potency is the fitted concentration of half-maximal effect; % is set by controls: 0 for no effect and ±100 for the full control effect
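Eya2 (0.2 uM) preincubated 10 min at ambient with compound, then OMFP substrate added at 50 uM; 10 min reaction in 50 mM HEPES pH 7.5, 50 mM NaCl, 5 uM MgCl2, 0.05% BSA, 1 mM DTT. Fluorescence read at Ex 485/Em 525 nm.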
Menin-MLL TR inh – qHTS Assay for Inhibitors Targeting the Menin-MLL Interaction in MLL Related Leukemias: Competition With Texas Red Labeled MLL-derived Mutant Peptide. O00255. Menin + Texas Red MLL mutant peptide, fluorescence polarization. Potency, µM (top dose mostly 61.6 µM), inactives show at the top dose FP activity change, negative = inhibition, actives largely listed as inhibitors. actives 0.23% (n = 270,000). AID 1768, 2009; active = well fitted inhibition curve with a large enough effect in the polarisation, with a control signal flat, not every such curve was filed as active; inconclusive = small, poorly fitted or top-dose-only effect, or effect the other way, or a change in a side signal; inactive = no such curve, though single readings can be large or run the other way; the % refers to the polarisation; note: potency is the fitted concentration of half-maximal effect; % of control where 0% means no effect; many of its hits are not listed in these tables
GALK inhibitor – qHTS Assay for Inhibitors of Human Galactokinase (GALK); P51570; actives 0.007% (n = 270,000); AID 1868, 2009; Purified GALK, Kinase-Glo residual ATP luminescence; Potency, µM (series often up to 57.5 µM), inactives show top-dose activity change, negative = inhibition, most hits filed as inhibitors; note: potency is the fitted concentration of half-maximal effect; % is set by controls: 0 for no effect and ±100 for the full control effect
Target sequence (P51570 whole entry, looked up): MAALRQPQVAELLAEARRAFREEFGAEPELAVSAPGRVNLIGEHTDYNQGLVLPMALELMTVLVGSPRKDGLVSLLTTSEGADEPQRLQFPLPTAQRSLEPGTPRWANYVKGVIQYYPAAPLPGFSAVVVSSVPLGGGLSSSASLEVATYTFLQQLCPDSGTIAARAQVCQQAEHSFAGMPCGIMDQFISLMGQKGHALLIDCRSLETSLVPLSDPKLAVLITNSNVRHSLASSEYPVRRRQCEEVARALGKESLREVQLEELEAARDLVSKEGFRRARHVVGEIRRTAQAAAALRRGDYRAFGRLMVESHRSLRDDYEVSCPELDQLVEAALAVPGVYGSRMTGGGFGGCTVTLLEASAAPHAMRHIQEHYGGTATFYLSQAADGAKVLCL
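Human GALK (5 nM) with 35 uM ATP and 100 uM galactose in 20 mM HEPES pH 8.0, 5 mM MgCl2, 60 mM NaCl, 1 mM DTT, 0.01% BSA. After 1 h at room temperature, leftover ATP was read by Kinase-Glo Plus luminescence.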
Mito fusion act – qHTS Assay for Small Molecule Inhibitors of Mitochondrial Division or Activators of Mitochondrial Fusion | S. cerevisiae fusion-defective mutant growth rescue, CellTiterGlo 48 h | actives 0.23% (n = 320,000) | Potency, µM (highest dose often 46.1 µM), without a hit: at the top dose growth rescue (activation), usual class: activators;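 note: potency is the fitted concentration of half-maximal effect; % of control where 0% means no effect; nearly all actives have a fitted effect of over 45% in size; temperature-sensitive fusion mutants such as fzo1-1 at 37 °C on non-fermentable ethanol glycerol medium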
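Compounds are tested for their ability to restore growth of mitochondrial fusion-defective yeast strains at non-permissive 37C in YPEG medium over 48 hours. Viability is quantified by luciferase luminescence.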
KCNH2 WT inh – qHTS for Inhibitors of KCHN2 3.1: Wildtype qHTS; Voltage-gated inwardly rectifying potassium channel KCNH2 (Homo sapiens), Q12809; U2OS, BacMam KCNH2, thallium flux FluxOr; hits give low values; activity change, % at 1.84 µM; actives 0.37% (n = 340,000);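 active = maximum activity change below -70%; inconclusive = maximum activity change between -70% and -50%; inactive = maximum activity change above -50%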; note: % is set by controls: 0 for no effect and ±100 for the full control effect
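U2OS cells were transduced with wild-type KCNH2 virus (2.03 x 10^8 / mL) for 4 h at room temperature, then cultured overnight at 37 C. Thallium flux was read with FluxOr dye. Rate constants were normalized to DMSO controls.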
Chronic BCR inh – qHTS Assay to Find Inhibitors of Chronic Active B-Cell Receptor Signaling. ABC-DLBCL IkBa-CBG/CBR reporter, luminescence ratio, 4 h. Potency, µM (titrated, usually from 46.1 µM), inactives show top-dose ratio change, negative = lower green/red ratio, most hits filed as inhibitors. actives 0.05% (n = 340,000); active = well fitted inhibition curve with a large enough effect in the signal ratio, with a control signal flat, not every such curve was filed as active; inconclusive = small, poorly fitted or top-dose-only effect, or effect the other way, or a change in a side signal; the % refers to the signal ratio;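 note: potency is the fitted concentration of half-maximal effect; plate controls were basal doxycycline-induced cells for no effect and cells given 10 µM MG132 for full effect; MG132 reads +100%, hits lower the ratio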
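Cell line TMD8 (human ABC DLBCL), stably expressing tet-inducible CBG68-IkBa fusion and CBR; IMDM/0.5% FBS; cpd up to 46 uM; dox induction, 4 h, 37C/5% CO2; dual luminescence; green/red ratio; MG132 control.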
* marks the source's active call; other numbers are inactive results; [ ] = another dose, or the depositor's remark. Unless noted, calls come from the whole dose curve; as a rule, active = well fitted curve in the direction sought with a large enough effect; inconclusive = small, poorly fitted or top-dose-only effect, or another doubt; inactive = no such curve, though single readings can be large; an effect the other way counts as inactive or inconclusive.

Screening Cc1ccc(CC(=O)OC(C)C(=O)NC2CCCCC2C)cc1C (configuration not stated) returned USP2a inh 0%, ASM inhibitor 2%, TSHR antag -14, Eya2 phos inh -10%, Mito fusion act 6%, KCNH2 WT inh 14 and Chronic BCR inh 2%.
CC(C)(CO)NCC(=O)Nc1cc(C(F)(F)F)cc(NC(=O)CNC(C)(C)CO)c1Cl was read as USP2a inh 3%, ASM inhibitor 0%, TSHR antag 4, PKM2 activator -4%, Eya2 phos inh -3%, Menin-MLL TR inh 8%, GALK inhibitor -1%, Mito fusion act 0%, KCNH2 WT inh 7 and Chronic BCR inh 7%.
Screening C/C(=N\NC(=O)c1ccccc1C)c1ccc(NC(=O)c2cccs2)cc1 returned USP2a inh 1%, ASM inhibitor 1%, MBNL1 CUG block -7%, TSHR antag 13, PKM2 activator 3%, Eya2 phos inh -8%, Menin-MLL TR inh 27%, GALK inhibitor 0%, Mito fusion act -1%, KCNH2 WT inh -6 and Chronic BCR inh inconclusive.
Cc1ccc(C(=O)Nc2ccc(N3CCN(C)CC3)cc2)cc1 was read as USP2a inh 2%, ASM inhibitor 4%, MBNL1 CUG block -1%, TSHR antag -2, PKM2 activator -16%, Eya2 phos inh -4%, Menin-MLL TR inh 4%, GALK inhibitor 2%, Mito fusion act 1%, KCNH2 WT inh 17 and Chronic BCR inh 2%.
`Cc1ccc(S(=O)(=O)N2CCC(C(=O)N[C@H](C(=O)NC3CCS(=O)(=O)C3)C(C)C)CC2)cc1` (some centres not stated) gave USP2a inh 0%, ASM inhibitor 2%, MBNL1 CUG block inconclusive, TSHR antag -5, PKM2 activator 1%, Eya2 phos inh 16%, Menin-MLL TR inh -17%, GALK inhibitor 1%, Mito fusion act 2%, KCNH2 WT inh 3 and Chronic BCR inh 11%.
COc1ccc(S(=O)(=O)N(C)CC(=O)N2CCC(C(N)=O)CC2)cc1Cl was read as USP2a inh 4%, ASM inhibitor -3%, MBNL1 CUG block -5%, TSHR antag 5, PKM2 activator -2%, Eya2 phos inh -11%, Menin-MLL TR inh 24%, GALK inhibitor -2%, Mito fusion act 6%, KCNH2 WT inh 15 and Chronic BCR inh inconclusive.
`Cc1sc2nc3n(c(=O)c2c1C)CCCS3` gave USP2a inh -1%, ASM inhibitor 0%, MBNL1 CUG block -1%, TSHR antag 1, PKM2 activator 8%, Eya2 phos inh -21%, Menin-MLL TR inh 2%, GALK inhibitor -2%, Mito fusion act 3%, KCNH2 WT inh 4 and Chronic BCR inh -2%.
For CCN1CCN(c2ccc(N=Cc3ccccc3O)cc2)CC1 the results were USP2a inh -4%, ASM inhibitor 6%, MBNL1 CUG block -1%, TSHR antag -15, PKM2 activator -1%, Eya2 phos inh -3%, Menin-MLL TR inh 2%, GALK inhibitor -2%, Mito fusion act -7%, KCNH2 WT inh 1 and Chronic BCR inh -25%.
CCN(C(=O)/C=C/c1ccc(OC)cc1)C1CCCCC1 was read as USP2a inh -1%, ASM inhibitor -9%, MBNL1 CUG block 6%, TSHR antag -6, PKM2 activator 8%, Eya2 phos inh 1%, Menin-MLL TR inh -12%, Mito fusion act 2%, KCNH2 WT inh -8 and Chronic BCR inh 26%.
`Cc1ccc(S(=O)(=O)Cn2nnnc2C(c2ccccc2)N2CCN(c3ncccn3)CC2)cc1` (configuration not stated) gave USP2a inh -8%, ASM inhibitor -1%, MBNL1 CUG block -9%, TSHR antag 2, PKM2 activator -2%, Eya2 phos inh -5%, Menin-MLL TR inh 6%, GALK inhibitor 10%, Mito fusion act inconclusive, KCNH2 WT inh -1 and Chronic BCR inh -1%.
CCCC(=O)NC(Nc1ccccc1OC)C(Cl)(Cl)Cl (configuration not stated) was read as USP2a inh 5%, ASM inhibitor -2%, MBNL1 CUG block -3%, TSHR antag -6, PKM2 activator 3%, Eya2 phos inh 2%, Menin-MLL TR inh -13%, GALK inhibitor 3%, Mito fusion act 0%, KCNH2 WT inh -6 and Chronic BCR inh -6%.
Screening Cc1ccc(NC(=O)CN2C(=O)S/C(=C/c3ccc(-c4cccc(C(=O)O)c4)o3)C2=O)cc1 returned USP2a inh 5%, ASM inhibitor 29%, MBNL1 CUG block -4%, TSHR antag -2, PKM2 activator inconclusive, Eya2 phos inh -1%, Menin-MLL TR inh 39%[activator], GALK inhibitor 1%, Mito fusion act -5%, KCNH2 WT inh 3 and Chronic BCR inh inconclusive.
CC1CN(C2=CC(=O)CCC2)CC(C)O1 (configuration not stated) was read as USP2a inh 2%, ASM inhibitor 4%, MBNL1 CUG block 1%, TSHR antag 18, PKM2 activator -3%, Eya2 phos inh 5%, Menin-MLL TR inh 2%, GALK inhibitor -3%, Mito fusion act -4%, KCNH2 WT inh 5 and Chronic BCR inh 6%.
COc1ccc(CCN(C)C(=O)CCc2nnc(-c3ccccc3)o2)cc1OC was read as USP2a inh 0%, ASM inhibitor 1%, MBNL1 CUG block 2%, TSHR antag 30, PKM2 activator -19%, Eya2 phos inh 1%, Menin-MLL TR inh 8%, GALK inhibitor 6%, Mito fusion act 5%, KCNH2 WT inh inactive and Chronic BCR inh -15%.
CC1=C(C(=O)OC(C)C)C(c2ccccn2)n2ncnc2N1 (configuration not stated) was read as USP2a inh 1%, ASM inhibitor 8%, MBNL1 CUG block -3%, TSHR antag -2, PKM2 activator 5%, Eya2 phos inh 6%, Menin-MLL TR inh 17%, GALK inhibitor 0%, Mito fusion act -3%, KCNH2 WT inh -10 and Chronic BCR inh 0%.
For CCOC(=O)CNC(=O)CSc1ccc2nnc(-c3cccnc3)n2n1 the results were USP2a inh 14%, ASM inhibitor 3%, MBNL1 CUG block 1%, TSHR antag 21, PKM2 activator 6%, Eya2 phos inh 13%, Menin-MLL TR inh -7%, GALK inhibitor 0%, Mito fusion act 0%, KCNH2 WT inh -22 and Chronic BCR inh 1%.
`Cc1ccc2nc(-c3ccc4c(c3)NC(=O)CO4)cn2c1` gave USP2a inh 3%, ASM inhibitor -1%, TSHR antag -7, PKM2 activator -6%, Eya2 phos inh 10%, GALK inhibitor -1%, Mito fusion act 2%, KCNH2 WT inh -9 and Chronic BCR inh inconclusive.
Screening CCOC(=O)c1ccc(NC(=S)N2CCN(S(C)(=O)=O)CC2)cc1 returned USP2a inh 1%, ASM inhibitor -1%, MBNL1 CUG block 0%, TSHR antag 3, PKM2 activator 0%, Eya2 phos inh -2%, Menin-MLL TR inh 7%, GALK inhibitor 0%, Mito fusion act 0%, KCNH2 WT inh -5 and Chronic BCR inh -4%.
Screening Cc1ccc(NC(=O)CN2CCN(S(=O)(=O)c3ccc(F)cc3)CC2)cc1C returned USP2a inh 3%, ASM inhibitor 3%, TSHR antag 1, Eya2 phos inh -20%, Mito fusion act -5%, KCNH2 WT inh 45 and Chronic BCR inh 3%.
CCOc1cccc(CNc2ccc(O)cc2)c1OCc1ccccc1Cl was read as USP2a inh -3%, ASM inhibitor -10%, MBNL1 CUG block inconclusive, TSHR antag -2, PKM2 activator -16%, Eya2 phos inh -25%, Menin-MLL TR inh 9%, GALK inhibitor -2%, Mito fusion act 9%, KCNH2 WT inh 3 and Chronic BCR inh inconclusive.
Screening CCOc1ccccc1NC(=O)c1cccc2ccccc12 returned USP2a inh 0%, ASM inhibitor -1%, MBNL1 CUG block 3%, TSHR antag 2, PKM2 activator 11%, Eya2 phos inh -7%, Menin-MLL TR inh -13%, GALK inhibitor 3%, Mito fusion act -3%, KCNH2 WT inh -13 and Chronic BCR inh 3%.

An excerpt; the hit share may differ from the screen's.
